D3 antag: D3 dopamine receptor (human) antagonism. max response, negative = inhibition, %. P35462. AID 652054. D3R cells, DiscoveRx beta-arrestin luminescence, antagonist mode; stronger effect = lower value. 360,000 compounds, 2.5% hits; in the data active means max response below about -50%; inconclusive means no clear call, values can overlap the other calls; further: on the % scale 0 is the no-effect control and ±100 the full control effect; mostly tested at two doses, the higher about 12 µM
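Cells expressing the human receptor were seeded at 1500 cells/well, incubated overnight at 37 degrees C in 5% CO2, then exposed to library compounds with dopamine controls for 90 minutes at 37 degrees C before luminescent detection.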
D3 ag: agonists of human D3 dopamine receptor; 410,000 compounds, 0.58% hits; D3R DiscoveRx beta-arrestin cells, luminescence, 90 min; max activation, %; P35462; in the data active means max activation above about 30%; further: 0% is about no effect; mostly tested at two doses, the higher about 12 µM
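Agonist-mode cell screen: cells plated at 1500/well and incubated overnight at 37 °C, then exposed to library compounds for 90 min at 37 °C. Detection reagent was added for 30–60 min at room temperature, and luminescence was read.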
aSyn yeast inh: alpha-synuclein toxicity inhibition in yeast. Yeast expressing alpha-synuclein, growth rescue, BacTiter-Glo, 24 h. Potency, µM (top dose mostly 46.1 µM), without a hit: at the top dose growth rescue (activation), actives largely listed as activators. 370,000 compounds, 0.14% hits. AID 652106; further: potency means the concentration at half of the fitted maximal effect; % of control where 0% means no effect; nearly all actives have a fitted effect of over 65% in size
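Screening used galactose-induced yeast with toxic alpha-synuclein levels, exposed to compound for 24 hr at 30 deg C. Cell growth, read with BacTiter-Glo luminescence, gave the measured signal.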
TDP43 rescue: rescues yeast growth from TDP-43 toxicity; TDP-43 expressing yeast growth rescue, BacTiter-Glo, 24 h; Potency, µM (doses to about 46.1 µM), for inactives: at the highest dose growth rescue (activation), hits mostly activators; 410,000 compounds, 1.8% hits; AID 652104; further: potency means the concentration at half of the fitted maximal effect; % of control where 0% means no effect; nearly all actives have a fitted effect of over 50% in size
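Growth rescue of TDP-43-toxic yeast measured as ATP luminescence (BacTiter-Glo). Cells grown to mid-log in raffinose, induced in galactose at OD600=0.02, exposed to compound 24 hr at 30 deg C.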
GLP-1R inv ag: inverse agonists of human GLP-1 receptor; P43220; HEK293 GLP-1R CRE-luciferase, luminescence, 24 h; GLP-1R form is constitutively active; Potency, µM (series often up to 38.3 µM), for inactives: at the top dose activity change, negative = inhibition, most hits filed as inhibitors; 410,000 compounds, 1.6% hits; further: potency means the concentration at half of the fitted maximal effect; on the % scale 0 is the no-effect control and ±100 the full control effect; nearly all actives have a fitted effect of over 55% in size
Target sequence (P43220 whole entry, looked up): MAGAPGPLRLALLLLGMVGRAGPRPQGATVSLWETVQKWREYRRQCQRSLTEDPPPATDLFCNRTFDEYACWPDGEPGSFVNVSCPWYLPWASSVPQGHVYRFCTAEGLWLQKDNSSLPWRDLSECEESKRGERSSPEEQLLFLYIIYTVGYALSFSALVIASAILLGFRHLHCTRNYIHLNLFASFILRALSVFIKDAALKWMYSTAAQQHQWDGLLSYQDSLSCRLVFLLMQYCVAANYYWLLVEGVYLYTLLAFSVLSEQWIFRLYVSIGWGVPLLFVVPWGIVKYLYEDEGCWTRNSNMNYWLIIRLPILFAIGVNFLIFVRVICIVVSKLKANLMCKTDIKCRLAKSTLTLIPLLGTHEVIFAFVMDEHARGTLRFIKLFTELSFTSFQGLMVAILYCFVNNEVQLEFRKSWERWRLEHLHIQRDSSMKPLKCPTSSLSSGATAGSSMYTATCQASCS
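Readout was luciferase luminescence, measured 12 min after detection reagent at room temperature. Beforehand, GLP-1R reporter HEK293 cells had sat 12 h, then received compounds for 24 hr at 37 deg C.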
PTHR1 ag: PTHR1 (human) receptor agonism; Q03431; HEK293 GP2 PTHR1 cells, GloSensor cAMP luminescence, 1 h; Potency, µM (highest dose often 115 µM), for inactives: top-dose activation, hits mostly activators; 410,000 compounds, 0.075% hits; further: potency means the concentration at half of the fitted maximal effect; nearly all actives have a fitted effect of over 55% in size; some results filed as inactive show a strong effect at the top dose; inactives centre near -15; many of its hits are not listed in these tables
Target sequence (Q03431 whole entry, looked up): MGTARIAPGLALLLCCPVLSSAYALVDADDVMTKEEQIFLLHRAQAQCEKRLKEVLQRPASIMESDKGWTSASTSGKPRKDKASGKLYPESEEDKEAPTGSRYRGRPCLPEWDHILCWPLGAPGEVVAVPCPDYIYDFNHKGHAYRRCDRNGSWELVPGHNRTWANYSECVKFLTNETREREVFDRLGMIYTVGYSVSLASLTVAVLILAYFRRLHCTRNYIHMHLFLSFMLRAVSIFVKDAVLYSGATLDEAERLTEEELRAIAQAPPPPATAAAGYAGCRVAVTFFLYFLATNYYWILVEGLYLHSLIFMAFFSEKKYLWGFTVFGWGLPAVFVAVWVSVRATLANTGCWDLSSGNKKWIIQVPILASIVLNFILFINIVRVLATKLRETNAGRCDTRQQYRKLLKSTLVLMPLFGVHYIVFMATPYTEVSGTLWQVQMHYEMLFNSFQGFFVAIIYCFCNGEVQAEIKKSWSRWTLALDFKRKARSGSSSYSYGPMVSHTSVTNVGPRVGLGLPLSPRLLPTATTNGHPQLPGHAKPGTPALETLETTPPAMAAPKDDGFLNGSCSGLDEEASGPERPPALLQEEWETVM
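HEK-293-derived GP2 cells expressing PTHR1 and a GloSensor cAMP reporter, 3,000/well, plated overnight, given luciferin plus IBMX (each 0.5 mM as added) for 1 h at 37 °C, then compound for 1 h at 37 °C. Luminescence was read after 15 min at room temperature.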
KB-V1 MDR tox: KB-V1 MDR subline cytotoxicity; KB-V1 MDR cells viability, CellTiter-Glo, 72 h; Potency, µM (highest dose often 46.1 µM), for inactives: at the highest dose activity change, negative = cytotoxicity, actives largely listed as cytotoxic; 400,000 compounds, 3.4% hits; further: potency means the concentration at half of the fitted maximal effect; on the % scale 0 is the no-effect control and ±100 the full control effect; nearly all actives have a fitted effect of over 60% in size
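Cells of the MDR subline KB-V1 are plated, dosed with compound at multiple concentrations, and incubated 72 h at 37 degrees C; CellTiter-Glo is then added and luminescence read after 10 min.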
HEK293 tox: cytotoxicity in counter-screen for GLP-1R inverse agonists; HEK293 cAMP-luciferase reporter cells, luminescence, 24 h; Potency, µM (highest dose often 38.3 µM), for inactives: at the highest dose activity change, negative = inhibition, most hits filed as inhibitors; 410,000 compounds, 0.13% hits; AID 624418;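 further: loss of luciferase light is scored as toxicity; potency means the concentration at half of the fitted maximal effect; on the % scale 0 is the no-effect control and ±100 the full control effect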
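Here, cytotoxicity is scored as loss of luminescence. The MLSMR collection was tested on cells seeded in medium containing 10% Nu serum, with a 24 hr compound exposure preceded by 12 hours of culture.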
GLP-1R agonist: activates the human GLP-1 receptor; 380,000 compounds, 0.007% hits; Potency, µM (titrated, usually from 45.6 µM), for the others: at the highest dose activation, hits mostly activators; HEK293 GLP-1R CRE-luciferase, luminescence, 4-6 h; cells express a hypersensitive GLP-1R form; P43220; further: potency means the concentration at half of the fitted maximal effect; % of control where 0% means no effect
Numbers without * were called inactive; i = inactive; ? = inconclusive; / = no result given; [ ] = another dose, or the depositor's remark. Unless noted, the call rests on the fitted dose curve; in most records, active means well fitted curve in the direction sought with a large enough effect; inconclusive means small, poorly fitted or top-dose-only effect, or another doubt; inactive means no such curve, though single readings can be large; an effect the other way counts as inactive or inconclusive.

SMILES	D3 antag	D3 ag	aSyn yeast inh	TDP43 rescue	GLP-1R inv ag	PTHR1 ag	KB-V1 MDR tox	HEK293 tox	GLP-1R agonist
COc1cc(C(=O)NC2=C(C#N)CCC2)cc(OC)c1OC	-5	-2	-7%	-3%	28%	i	-1%	9%	-4%
COc1ccc(CCNS(=O)(=O)CCNC(=O)c2ccc(OC)cc2)cc1	9	4	-3%	-21%	4%	-6%	5%	-2%	18%
CC(C)CCn1cnc2c(c1=O)c1nc3ccccc3nc1n2Cc1ccc2c(c1)OCO2	-8	2	-4%	0%	-3%	14%	?	-5%	-23%
CCC(=O)Oc1ccc(-c2nc3ccccc3c(=O)o2)cc1	/	-7	/	4µM*	-6%	i	8%	-9%	-4%
Cc1ccc(C(=O)Nc2ccc3c(c2)CCC3)cc1S(=O)(=O)N1CCOCC1	-3	0	0%	-11%[0.397 µM]	?	-32%	-4%	-3%	25%
CC(C)CNc1nc(N)c([N+](=O)[O-])c(NCc2ccccc2)n1	6	5	4%	19%	103%[activator]	i	-2%	3%	22%
O=C(NCCCN1CCOCC1)c1cc2c(s1)CCCC2	0	-15	-1%	-18%	-8%	-4%[57.5 µM]	9%	-12%	11%
CN(C)S(=O)(=O)c1cccc(C(=O)OCC(=O)NCc2ccc3c(c2)OCO3)c1	3	-4	3%	-10%	14%	-10%	?	2%	14%
CCOc1cc(C(=O)N(C)CC(=O)Nc2cccc(F)c2)ccc1OCC(=O)N1CCOCC1	2	9	0%	6%	-2%	-23%	4%	9%	3%
CCc1ccc(N(CC(=O)NCC2CCCO2)C(=O)CCC(=O)Nc2nccs2)cc1 (stereo not given)	1	-7	-4%	-2%	-3%	-18%	-16%	0%	12%
CCOC(=O)N1CCN(C(=O)C2CCC(=O)N2C(C)C)CC1 (stereo not given)	13	3	-8%	-13%	7%	-7%[57.5 µM]	0%	1%	9%
O=C1c2ccccc2NC(c2ccc(F)cc2)N1Cc1ccccc1 (stereo not given)	1	-3	2%	20µM*	?	-23%	-3%	-21%	2%
FC(F)(F)c1cc(Cl)c2nc(-c3ccccc3)c(Cc3ccccc3)n2c1	-22	4	-4%	9%	17%	-24%	-9%	9%	-2%
COc1ccc(C(C)=O)cc1COC(=O)c1c(C)noc1C	-1	5	10%	16µM*	1%	i	?	-18%	20%
CC(=O)c1ccn(S(=O)(=O)c2ccccc2)c1	8	2	4%	6%	-1%	i	0%	18%	2%
Clc1ccc(-n2nnnc2-c2ccccc2)cc1Cl	6	-6	-12%	?	-20%	-2%[57.5 µM]	-12%	-2%	2%
CC(=O)Nc1ccc(S(=O)(=O)N/N=C/c2cccnc2)cc1	-5	1	7%	10%	24%	-28%	17%	8%	1%
c1cnc2ccc(C(c3nnnn3C3CCCC3)N3CCN4CCCC4C3)cc2c1 (stereo not given)	0	-4	-4%	-28%	11%	i	-11%	-1%	5%
CCCOc1ccccc1-n1sc2c(c1=S)-c1cc(OC)cc3c1N(C(=O)C3=O)C2(C)C	-57*	-12	0%	1%	?	-22%	?	?	-3%
CC(C)(C)OC(=O)C[C@H]1C/C=C\C[C@@H](CC(=O)N[C@@H](CO)Cc2ccccc2)C(=O)N2CCC[C@@H]2COC1=O	-5	5	-5%	17%	12%	-7%	24%	-12%	9%
C[C@@H]1C(c2cccc(Cl)c2)=NN(c2ccc(Br)cc2)[C@H]1C(=O)N1CCOC1=O	45	17	?	8%	?	-18%	0%	118%[activator]	0%
CN1OC[C@@H]2CN(C(=O)NC3CCCCC3)[C@H](c3ccc(N4CCCCC4)cc3)C[C@@H]21	0	2	2%	0%	9%	-25%	2%	0%	23%
Cc1ccccc1NC(=O)CCn1c(=O)oc2ccccc21	-1	-4	-1%	?	-9%	i	2%	0%	6%
CCS(=O)c1ccccc1C(=O)OCC(=O)Nc1ccc2ccccc2c1 (stereo not given)	6	-4	3%[1.84 µM]	18%	-17%	-34%[inhibitor]	-1%	-10%	-6%

In another format: 5 of the compounds above
Structure,D3 antag,D3 ag,aSyn yeast inh,TDP43 rescue,GLP-1R inv ag,PTHR1 ag,KB-V1 MDR tox,HEK293 tox,GLP-1R agonist
COc1ccc(CCNS(=O)(=O)CCNC(=O)c2ccc(OC)cc2)cc1,9,4,-3%,-21%,4%,-6%,5%,-2%,18%
CC(C)CNc1nc(N)c([N+](=O)[O-])c(NCc2ccccc2)n1,6,5,4%,19%,103%[activator],i,-2%,3%,22%
CC(=O)Nc1ccc(S(=O)(=O)N/N=C/c2cccnc2)cc1,-5,1,7%,10%,24%,-28%,17%,8%,1%
CC(C)(C)OC(=O)C[C@H]1C/C=C\C[C@@H](CC(=O)N[C@@H](CO)Cc2ccccc2)C(=O)N2CCC[C@@H]2COC1=O,-5,5,-5%,17%,12%,-7%,24%,-12%,9%
Cc1ccc(C(=O)Nc2ccc3c(c2)CCC3)cc1S(=O)(=O)N1CCOCC1,-3,0,0%,-11%[0.397 µM],?,-32%,-4%,-3%,25%

(next part)
SMILES	D3 antag	D3 ag	aSyn yeast inh	TDP43 rescue	GLP-1R inv ag	PTHR1 ag	KB-V1 MDR tox	HEK293 tox	GLP-1R agonist
CCOC(=O)c1cnc2cc(F)c(F)cc2c1Nc1ccccc1O	/	2	-2%	0%	4%	-17%	2%	-8%	4%
CCOC(=O)C1(CC2CCCCO2)CCN(Cc2nc(-c3cccs3)oc2C)CC1 (stereo not given)	-99*	-18	3%	-13%	?	-56%[inhibitor]	-1%	-3%	-4%
CCC(C)N1CC(C(=O)NC2CCCCC2)CC1=O (stereo not given)	32	-3	1%	1%	20%	i	21%	-11%	-10%
COC(=O)c1cc(S(=O)(=O)NCC2CCN(Cc3ccc(Cl)cc3)CC2)c[nH]1	-18	-13	-2%	9%	?	-5%	-6%	3%	8%
O=C(CSCc1c(Cl)cccc1Cl)NCc1cccnc1	-1	-5	-11%	-15%	0%	i	-4%	10%	10%
CCc1ccccc1N(C(=O)c1snc(C(N)=O)c1N)C(C(=O)NCC1CCCO1)c1ccc(N(C)C)cc1 (stereo not given)	-2	-2	5%	-8%	3%	-55%[inhibitor]	-16%	-12%	0%
Cc1nc2nc(SCC(=O)c3cccc([N+](=O)[O-])c3)[nH]c2cc1Br	0	-3	-3%	16%	0%	-43%[inhibitor]	-23%	-12%	?
CC1(C)CC2CC(C)(CN2C(=O)CN2C(=O)c3ccccc3C2=O)C1 (stereo not given)	26	3	10%	18%	-9%	i	1%	-18%	-2%
Cc1ccc(NC(=O)C2CC(=O)N(c3ccc(OC(C)C)cc3)C2)cc1 (stereo not given)	/	-3	/	14%	1%	i	/	7%	/
Clc1ccc(-c2nc3ccccc3nc2-c2ccccc2)cc1	25	3	-25%	?	2%	-10%	9%	16%	1%
CCCOc1cccc(CN2CCCCC2c2cccnc2)c1 (stereo not given)	-10	-2	0%	-18%	?	-9%[57.5 µM]	0%	1%	16%
CC(=O)Nc1cccc(NC(=S)Nc2cccc(Cl)c2Cl)c1	-19	-3	-14%	-10%	12%	-16%	-15%	0%	3%
Cc1sc2c(c1C)c(=O)n(CCc1ccccc1)c(=O)n2Cc1ccccc1Cl	/	-1	/	8%	-9%	-20%	?	3%	/
O=C(CSc1nc2c([nH]c3ccccc32)c(=O)n1-c1ccc(F)cc1)NC1CCCCC1	/	-9	/	8%	-11%	-15%	/	-22%	/
N#CC1=C(N)C2=CCCC[C@H]2[C@H](c2cccc(F)c2)C1(C#N)C#N	-6	-1	6%	29%	?	-14%	-6%	87%[activator]	-12%
CCOC(=O)N1CCN(CC(O)c2ccccc2)CC1 (stereo not given)	-4	-9	-6%	-3%	-1%	i	-14%	-4%	0%
O=[N+]([O-])c1ccc(NC(=S)NCCc2ccccc2)cc1	-10	-1	-43%[inhibitor]	-7%	?	-33%[inhibitor]	?	?	2%
C/C(=N\NC(=S)NC(C)C)c1cccc([N+](=O)[O-])c1	5	-1	-14%	14%	?	3%	?	?	18%
CCOC(=O)n1c(=O)n(Cc2cccc(F)c2)c2ccccc21	-11	-8	-1%	6%	-38%	i	-4%	-1%	12%
Cc1ccccc1Nc1nc(-c2cccc(Cl)c2)c2c(n1)-c1ccccc1OC2	/	3	/	9%	18%	23%	8%	-1%	/
Cc1ccccc1N(CC(=O)NCCSC1CCCCC1)S(=O)(=O)c1ccccc1	19	-5	10%	18%	0%	-18%[57.5 µM]	10µM*	-6%	3%
C/C(CCC1CC(C)(C)OC1=O)=N\NC(N)=S (stereo not given)	-12	-7	-4%	-13%	-21%	15%	28%	-63%	-3%
CCOCCCNS(=O)(=O)c1ccc(NC(=O)c2ccccc2)cc1	-9	-9	-5%	-6%	21%	?	?	15%	13%
CC(=O)c1ccc(NC(=O)CCc2nnc3ccc(N4CCCC4)nn23)cc1	-5	-1	-1%	4%	14%	i	5%	-1%	-3%
COc1ccccc1NC(=O)c1c(-c2ccc(C)cc2)nnc2ccccc12	/	-6	/	2%	13%	-27%	14%	10%	/
Cn1ncc(Cl)c1C(=O)Nc1sc2c(c1C(N)=O)CCC2	-5	2	3%	-7%	6%	-7%	-17%	-4%	3%
CCCn1c(=N)c(C(=O)NCC2CCCO2)cc2c(=O)n3cccc(C)c3nc21 (stereo not given)	7	-10	-4%	-15%	0%	20%[57.5 µM]	-27%	i	1%
COC(=O)c1c(C)[nH]c(C(=O)C(C)OC(=O)c2cc(C)oc2C)c1C (stereo not given)	-12	-4	2%	-20%	?	-30%	/	5%	-5%
CCN(C(=O)c1oc2ccc(S(=O)(=O)N3CCCCCC3)cc2c1C)c1ccccc1	/	-23	/	1%	?	i	-5%	-5%	/
O=C(CN1CCN(c2ccc(O)cc2)CC1)Nc1cc(S(=O)(=O)N2CCOCC2)ccc1Cl	-20	7	4%	10%	?	-50%[inhibitor]	?	3%	4%
COc1cc(OC)cc(-c2c(-c3ccc(C(C)=O)cc3)c3cc(-c4cccc5[nH]ccc45)ccc3n2C)c1	2	5	1%	25%	9%	-1%	?	5%	-6%

The list is partial; count on the stated rates, not on these rows.
